High-throughput results deposited in PubChem BioAssay by National Center for Advancing Translational Sciences (NCATS).
Pf growth 48h – P. falciparum growth inhibition at 48 hours (one generation); P. falciparum luciferase growth in erythrocytes, 48 h; AID 504832; Potency, µM (doses to about 28.7 µM), for inactives: at the top dose activity change, negative = inhibition, usual class: inhibitors; 5.9% of 310,000 active; note: potency is the fitted concentration of half-maximal effect; % is set by controls: 0 for no effect and ±100 for the full control effect
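First compound was added to culture medium, then infected red cells at 0.1% parasitemia and 2% hematocrit (final). After incubation at 37 C under 5% CO2, luciferase detection reagent was dispensed and light output recorded.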
Giardia FBPA inh – blocks Giardia fructose-bisphosphate aldolase activity; A8B2U2; purified Giardia FBPA; Potency, µM (series often up to 59.6 µM), for the others: top-dose activity, negative = inhibition, usual class: inhibitors; 0.71% of 290,000 active; note: potency is the fitted concentration of half-maximal effect; % is set by controls: 0 for no effect and ±100 for the full control effect; nearly all actives have a fitted effect of over 55% in size
Target sequence (A8B2U2 whole entry, looked up): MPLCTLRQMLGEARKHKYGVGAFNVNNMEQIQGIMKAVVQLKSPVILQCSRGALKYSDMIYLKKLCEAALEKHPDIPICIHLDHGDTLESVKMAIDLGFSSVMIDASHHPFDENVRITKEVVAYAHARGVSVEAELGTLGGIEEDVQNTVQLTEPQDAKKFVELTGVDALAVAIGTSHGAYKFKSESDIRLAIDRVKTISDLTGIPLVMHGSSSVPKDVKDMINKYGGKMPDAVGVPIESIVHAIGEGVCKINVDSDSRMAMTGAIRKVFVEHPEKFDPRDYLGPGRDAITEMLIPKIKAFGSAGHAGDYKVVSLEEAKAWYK
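Giardia FBPA (40 nM reagent) was preincubated 10 min at RT with compound (up to 57.5 uM final), then substrate plus GAPDH/TPI/NAD/arsenate coupling system with diaphorase/resazurin was added; resorufin fluorescence (525/598 nm) was read after 20 min.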
Shiga toxin inh – Shiga toxin inhibition | Vero cells, Shiga toxin protein synthesis inhibition reporter | 9.2% of 290,000 active | inhibition, % at 38.7 µM; in the data active = inhibition mostly above about 28%, no sharp cut-off; inactive = mostly below about 43%; note: 0% is about no effect
Pf growth 96h – inhibits malaria parasite growth, 96 h; Potency, µM (highest dose often 28.7 µM), for the others: top-dose activity change, negative = inhibition, hits mostly inhibitors; P. falciparum luciferase reporter growth, 96 h; AID 504834; 6.9% of 320,000 active; note: potency is the fitted concentration of half-maximal effect; % is set by controls: 0 for no effect and ±100 for the full control effect
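Plates of compound plus infected erythrocytes (2% hematocrit, 0.05% parasitemia final) incubate 96 hours, 37 C, 5% CO2. Detection reagent added; reduced luminescence from the parasites' luciferase reporter flags inhibition.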
CHX counter – affects cycloheximide protein synthesis inhibition readout, counter-screen. cell reporter, cycloheximide protein synthesis inhibition counterscreen. 12% of 300,000 active. max response, %. AID 2314; in the data active = max response mostly above about 13%, no sharp cut-off; inactive = mostly below about 14%; note: read at 38.3 µM for the half of the compounds with a filed dose; 0% is about no effect
HCV inh – HCV inhibition | Huh7.5.1 HCVcc-Cre infection, luciferase reporter, 44 h | Potency, µM (top dose mostly 41.8 µM), for the others: at the highest dose activity change, negative = inhibition, actives largely listed as inhibitors | 3.4% of 340,000 active | AID 651820; note: potency is the fitted concentration of half-maximal effect; % is set by controls: 0 for no effect and ±100 for the full control effect
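Reporter virus HCVcc-Cre (~0.5 moi) infects cells exposed to compound; seeding density 1,000 cells/well with 4 h settling beforehand. Luminescence, 15 sec read, taken 44 h post-infection following a 15 min RT substrate incubation.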
* hit, by the source's call; ? = inconclusive; . = not tested or not shown; & = joins results of further samples; [ ] = another dose, or the depositor's remark. Unless noted, calls come from the whole dose curve; as a rule, active = well fitted curve in the direction sought with a large enough effect; inconclusive = small, poorly fitted or top-dose-only effect, or another doubt; inactive = no such curve, though single readings can be large; an effect the other way counts as inactive or inconclusive.

| mol | Pf growth 48h | Giardia FBPA inh | Shiga toxin inh | Pf growth 96h | CHX counter | HCV inh |
| --- | --- | --- | --- | --- | --- | --- |
| O=C(COC(=O)CCSc1ccc(Cl)cc1)Nc1ccc(F)cc1 | -6% | -4% | 10 | 46%[activator] | 1 | 12% |
| CC(NCCC1(Cc2ccccc2Cl)CCOC(C)(C)C1)c1cccs1 (stereo unspecified) | ? | -2% | -11 | 12µM* | -1 | -5% |
| Cc1ccc(C(=O)N2CCN(c3ccc(N4CCOCC4)nn3)CC2)cc1 | ? | . | . | 34%[activator] | . | -4% |
| CCCCCCn1c(=O)c(C(=O)Nc2c(C)n(C)n(-c3ccccc3)c2=O)c(O)c2ccccc21 | -4% | 4% | -5 | 25% | -2 | 9% |
| CCCOc1ccc(C2=CSC3=NCCN23)cc1[N+](=O)[O-] | 7%[0.00184 µM] | -5% | -11 | -1% | -5 | ? |
| C=CCC(NCc1ccco1)c1ccc(OC)cc1OC (stereo unspecified) | -12% | 0% | 5 | 10µM* | -7 | -3% |
| COc1ccc(CCN2CCCn3c2nc2c3c(=O)n(Cc3ccccc3F)c(=O)n2C)cc1OC | 2.3µM* | 1% | -10 | 2.9µM* | 0 | ? |
| COCC(=O)N1CCC(Oc2ccc(C(=O)N3C[C@@H]4CCC[C@H]3C4)cc2)CC1 | ? | 10% | 2 | -6% | 2 | 10% |
| COc1ncccc1C(=O)NC1CCCc2c1cnn2-c1ccc(C)c(C)c1 (stereo unspecified) | 3% | . | -4 | 12% | 10 | ? |
| COCCNC(=O)c1ccc(CS(=O)(=O)c2ccccc2OC)o1 | 28% | 21% | -9 | 20% | -1 | 9% |
| COC(=O)C(CCCCNC(=O)OCc1ccccc1)NC(=O)CN (stereo unspecified) | -4% | -9% | 21 | ? | -3 | 4% |
| COC(=O)c1ccc(N2C(=O)C3C4C=CC(CC4)C3C2=O)cc1 (stereo unspecified) | 13% | -3% | . | -76% | 0 | -5% |
| COc1ccc(C(=O)NC(=S)N2CCCCC2c2cccnc2)cc1OC (stereo unspecified) | -13% | 3.5µM* | -5 | ? | 2 | ? |
| C#CC1(O)CCC2C3CCC4=C/C(=N/OCC(=O)NCC(=O)NC(C(=O)O)C(C)C)CC[C@]4(C)C3CC[C@@]21C (stereo partly specified) | 25% | 7% | 7 | 12% | 9 | 9% |
| COc1cccc(N2CCN(C(=O)c3cn(Cc4ccccc4)nc3-c3cccnc3)CC2)c1 | ? | . | . | ? | . | ? |
| Cc1ccc(OCCSc2nc(N)cc(N)n2)cc1 | 438%[activator] | -1% | 130* | ? | 53* | -7% |
| CCN(C(=O)c1cccc(NC(=O)c2ccccc2)c1)C1CCCCC1 | -7% | 4% | 39 | ? | 1 | ? |
| O=C(CSc1nc2c(cnn2-c2ccc(F)cc2)c(=O)[nH]1)N1CCCc2ccccc21 | 27% | 3% | -31 | ? | -5 | 17% |
| O=C(CN1CCN(Cc2cccc(F)c2)CC1)Nc1ccccc1F | -9% | -7% | -4 | 23% | -2 | 14% |
| O=C(c1ccc(Cl)c(S(=O)(=O)N2CCOCC2)c1)N1CCN(c2ccccc2F)CC1 | -15% | . | -15 | ? | 10 | -5% |
| C/C(=N\NC(=O)C1COc2ccccc2O1)c1ccc(N2CCOCC2)cc1 (stereo unspecified) | -18% | 5% | 19 | 4% | 11 | -1% |
| O=C(Cc1cccc2ccccc12)NC(NC(=S)Nc1ccccc1Cl)C(Cl)(Cl)Cl (stereo unspecified) | ? | 7% | -16 | 13% | -3 | ? |
| COC(=O)c1sccc1-n1cccc1C(=O)C(=O)N1CCCCC1 | 26% | 17% | 58 | . | -6 | 16% |
| c1cnc(Oc2ccc3oc4ccccc4c3c2)nc1 | 80%[activator] | 10% | 56* | 108%[activator] | 44* | 17% |
| Cc1cc(Br)cc2cn[nH]c12 | 16% | -4% | -8 | 4% | 1 | ? |
| COc1ccc(NC2c3ccccc3C(=O)N2c2cccnc2)cc1 (stereo unspecified) | ? | 1% | 8 | 10µM* | -1 | -3% |
| Cc1ccc(S(=O)(=O)Cc2ccc(C(=O)NC3CCCC3)o2)cc1 | 1% | 9% | -9 | 0% | -3 | 5% |
| Cc1cccc(N(CC(=O)NC(C)(C)C)C(=O)CNC(=O)c2cccs2)c1C | ? | 0% | -25 | ? | -2 | 14% |
| COc1ccc(N2CC(=O)N(c3ccc(OC)c(OC)c3)CC2=O)cc1OC | 1% | -1% | -8 | 34%[activator] | -7 | 8% |
| CC1CC1C(=O)OCc1cc(=O)n2cc(Br)ccc2n1 (stereo unspecified) | 71%[activator] | 12% | 117 | 33%[activator] | 29* | 12% |
| Fc1c(F)c(F)c(N/N=C/c2c[nH]c3ccccc23)c(F)c1F | -80% | -5% | 23 | ? | 16* | ? |
| O=C(COC(=O)CNC(=O)c1ccc(Cl)cc1Cl)NC1CCCCCCC1 | 0% | . | . | 0% | . | 14% |
| Cc1ccc2oc(=O)n(Cc3ccc(F)cc3)c2c1 | -2% | 6% | 1 | 12% | -1 | 5% |
| CCn1c2ccccc2c2nnc(SCC(=O)Nc3ncccn3)nc21 | 15% | 5% | -12 | 362%[activator] | -3 | -18% |
| CCC(=O)Nn1cnc2c(c1=O)C1(CCCCC1)Cc1ccccc1-2 | 11% | -8% | -18 | . | -5 | -23% |
| Cc1cccc(OCCn2c(=O)oc3ccc(C)cc32)c1 | ? | 4% | 79* | 52%[activator] | 42* | 8% |
| O=C(Nc1ccc(Cl)cc1)c1cc(Br)ccc1OCC(=O)N1CCOCC1 | -30% | . | -33 | 5% | 9 | ? |
| S=c1[nH]ccn1-c1ccccc1Cl | 1%&37% | -6%&-11% | 18&-9 | -2%&36% | 8&9 | -9% |
| Cc1c(NC(=O)CSc2ccc(Cl)cc2)c(=O)n(-c2ccccc2)n1C | 18% | 9% | -5 | 24% | -1 | 3% |
| CC1CC(C)CN(C(=O)C2CCN(C(=O)Nc3ccccc3)CC2)C1 (stereo unspecified) | -23% | . | . | -12% | . | 28% |
| COc1ccc(F)cc1CN1CCN(c2ncnc3scc(-c4ccccc4)c23)CC1 | 60%[activator] | 1% | -11 | ? | 1 | ? |
| COc1ccc(NC2=CC(c3ccc(F)cc3)N(c3ccc(OC)cc3)C2=O)cc1 (stereo unspecified) | 8% | -8% | 25 | 38%[activator] | 9 | 23% |
| COc1ccc(CCNC(=O)c2ccccc2NC(=O)c2ccco2)cc1OC | ? | 0% | 9 | . | -1 | ? |
| CCn1cc(S(=O)(=O)c2ccc(C)cc2)c(=O)c2cc(F)c(N3CCN(C)CC3)cc21 | ? | -5% | -3 | 22% | -2 | 7% |
| O=C(CN(c1ccc(Cl)cc1)S(=O)(=O)c1ccccc1)N/N=C/c1ccco1 | -2% | -1% | 18 | . | 4 | -21% |
| O=C(C1=NN[C@@H]2C(=O)N(c3cccc(C(F)(F)F)c3)C(=O)[C@H]12)c1cnccn1 | 1% | -19% | -10 | 16% | 1 | -1% |
| Oc1c(Br)cc(Br)cc1CNc1ccccn1 | 14% | -8% | 10 | 32%[activator] | 6 | 5% |
| C=CCn1c(O)c(C(CC)=Nc2ccc(N(CC)CC)cc2)c(=O)[nH]c1=O | -8% | ? | -3 | . | -2 | ? |
| CC(C)C(NC(=O)OCc1ccccc1)C(=O)O (stereo unspecified) | 2% | 7% | -7 | ? | -2 | 6% |
| CN1CCN(CCCNC(=O)CCCOc2cc(=O)n(C)c3ccccc23)CC1 | 12% | 1% | -25 | 13% | -3 | 18% |

Part of the list above, as labelled records:
COC(=O)C(CCCCNC(=O)OCc1ccccc1)NC(=O)CN (stereo unspecified)
- Pf growth 48h = -4%
- Giardia FBPA inh = -9%
- Shiga toxin inh = 21
- Pf growth 96h = ?
- CHX counter = -3
- HCV inh = 4%
COC(=O)c1ccc(N2C(=O)C3C4C=CC(CC4)C3C2=O)cc1 (stereo unspecified)
- Pf growth 48h = 13%
- Giardia FBPA inh = -3%
- Shiga toxin inh = .
- Pf growth 96h = -76%
- CHX counter = 0
- HCV inh = -5%

Remaining list, next part:
| mol | Pf growth 48h | Giardia FBPA inh | Shiga toxin inh | Pf growth 96h | CHX counter | HCV inh |
| --- | --- | --- | --- | --- | --- | --- |
| CCC(=O)OCc1c(C(F)(F)F)nn(C)c1Sc1ccc(Cl)cc1 | 50%[activator] | -2% | -1 | 53%[activator] | -4 | 1% |
| COCCCn1c(=O)c2ccccc2n(Cc2cc(C(=O)OC)ccc2OC)c1=O | 7.4µM* | -5% | -5 | 15% | 2 | -3% |
| N#CC1(NC(=O)COC(=O)CCN=C2NS(=O)(=O)c3ccccc32)CCCCC1 | 0% | . | 13 | ? | -3 | -12% |
| O=C(c1cc(COc2ccc(F)cc2Cl)on1)N1C[C@H]2CC[C@H]1C2 | 10% | . | 66* | ? | 40* | 9% |
| CCN1C(=O)c2ccc(C(=O)Nc3ccc4c(c3)OCO4)cc2C1=O | 33%[activator] | 3% | 62* | 1% | 23* | -15% |
| CC1=CCCC(C)(C)C1/C=C/C(C)=N/NC(=O)c1ccncc1 (stereo unspecified) | ? | -6% | 14 | ? | 15 | 3% |
| CCn1c(=O)cc(OCC(=O)N2CCC3(CC2)OCCO3)c2ccccc21 | -28% | 1% | -1 | ? | 1 | 5% |
| O=C(CN1CCCCC1)NN(Cc1ccccc1)c1ccccc1 | 31%[activator] | ? | -19 | ? | -1 | 12% |
| COc1ccc(CCNC(=O)Cn2c(-c3nonc3N)nc3ccccc32)cc1OC | ? | 9% | -23 | ? | -4 | ? |
| CC(C)N(CCCNC(=O)c1ccc(N2CCCC2=O)cc1)Cc1ccccc1 | -4% | 3% | 9 | 1.3µM* | 3 | 12% |
| CCC(=O)N1CCc2cc(S(=O)(=O)N3CCCC3)ccc21 | -5% | . | -6 | -8% | -2 | -6% |
| O=C(Cc1c(F)cccc1Cl)Nc1cc(S(=O)(=O)N2CCCCC2)ccc1N1CCOCC1 | 12µM* | -8% | -16 | ? | -4 | -14% |
| CCN(CC(=O)Nc1cccc(S(N)(=O)=O)c1)Cc1nc2ccccc2c(=O)[nH]1 | 98%[activator] | -27% | 7 | -6% | 5 | 18% |
| O=C(O)/C=C/C(=O)Nc1ccc(Oc2ccccc2)cc1 | -9% | 30% | 29 | 23% | 8 | 2% |
| Oc1ccc(-c2csc(Nc3ccccn3)n2)cc1 | 180%[activator] | -8% | 122* | ? | 43* | -8% |
| CCOc1ccccc1CNC(=O)c1nn(C)c2c1CS(=O)(=O)c1ccccc1-2 | ? | . | -2 | -28% | -1 | ? |
| COCCCNC(=O)/C(C#N)=C/c1c(N2CCN(c3ccc(OC)cc3)CC2)nc2c(C)cccn2c1=O | ? | -6% | 21 | ? | 15 | ? |
| COc1cc(OC)cc(C(=O)OC(C)C(=O)NC2CCCc3ccccc32)c1 (stereo unspecified) | ? | . | . | -17% | . | -28% |
| COc1cc(/C=N/NC(=O)c2ccncc2)ccc1O | 17%&16% | 2%&-11% | 10&0 | ? | 2&-3 | -3%&-8% |
| CCn1c(O)c(/C=C2\C=NN=C2c2ccc(C)cc2)sc1=S | 4% | -1% | -4 | 29% | -2 | 2% |
| O=C(NNC1=NCCC1)c1cccc(S(=O)(=O)N2CCOCC2)c1 | -11% | 0% | -6 | 14% | -3 | -1% |

Quoted from the listing:
CC(C)N(CCCNC(=O)c1ccc(N2CCCC2=O)cc1)Cc1ccccc1 – CHX counter = 3
CCN(CC(=O)Nc1cccc(S(N)(=O)=O)c1)Cc1nc2ccccc2c(=O)[nH]1 – Giardia FBPA inh = -27%
O=C(c1cc(COc2ccc(F)cc2Cl)on1)N1C[C@H]2CC[C@H]1C2 – CHX counter = 40*

2 entries drawn at random from those above:
| mol | Pf growth 48h | Giardia FBPA inh | Shiga toxin inh | Pf growth 96h | CHX counter | HCV inh |
| --- | --- | --- | --- | --- | --- | --- |
| COc1cc(/C=N/NC(=O)c2ccncc2)ccc1O | 17%&16% | 2%&-11% | 10&0 | ? | 2&-3 | -3%&-8% |
| CCC(=O)N1CCc2cc(S(=O)(=O)N3CCCC3)ccc21 | -5% | . | -6 | -8% | -2 | -6% |

This is a random part of the collection; any-hit rate near 24%.
